# From PubChem BioAssay
# CatB block: human cathepsin B inhibition | P07858 | purified cathepsin B, fluorogenic substrate, fluorescence | inhibition, %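 (tested at 10 µM)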 | actives 0.1% (n = 63,000) | AID 453; in the data active = inhibition above about 21%;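 also: 0% = enzyme with no compound and 100% = no enzyme blank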
# CatB mixtures: human cathepsin B inhibition by mixtures. inhibition, %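 (ten-compound pools at 5 µM per compound and 50 µM total)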. AID 488. Purified cathepsin B, AMC dipeptide fluorescence, compound mixtures. P07858. actives 0.06% (n = 62,000); in the data active = inhibition above about 22%, passing the limit was not always enough;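 also: 0% = enzyme without compound and 100% = no enzyme blank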
# AP ELISA ortho: alternative pathway complement inhibition, orthogonal assay | Human serum alternative complement pathway, LPS-coated ELISA, C3 deposition; tested in compound mixtures | inhibition, % at 5 µM | actives 0.08% (n = 62,000);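 active = inhibition above 30% in each of the two pooled mixtures holding the compound, so the lower value exceeds 30%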;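 also: 0% = serum in Mg-EGTA without compound and 100% = EDTA serum blank; some compounds past the cut are filed as inactive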
#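 Medium: diluted human serum in Mg2+-EGTA GVB++. Assay system: human serum complement alternative pathway, C3 deposition onto LPS. Also added: Plate-bound LPS. Technique: Anti-C3 ELISA, OD 450 nm. Measure: percent inhibition. Incubation: 1 h at 37 °C. Dosing: 5 µM each compound, pools of ten, 50 µM per pool.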
# FXIa mix inh: factor XIa (human) inhibition, mixture screen; purified FXIa, fluorogenic substrate, pooled mixtures; inhibition, % at 5 µM; actives 0.19% (n = 62,000); in the data active = inhibition above about 20%, passing the limit was not always enough;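 also: each value is inhibition by a whole ten-compound pool holding the compound; 0% = enzyme with no mixture and 100% = wells lacking enzyme; strong numbers were not always called active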
# Target sequence (P03951 19-387 limits assumed): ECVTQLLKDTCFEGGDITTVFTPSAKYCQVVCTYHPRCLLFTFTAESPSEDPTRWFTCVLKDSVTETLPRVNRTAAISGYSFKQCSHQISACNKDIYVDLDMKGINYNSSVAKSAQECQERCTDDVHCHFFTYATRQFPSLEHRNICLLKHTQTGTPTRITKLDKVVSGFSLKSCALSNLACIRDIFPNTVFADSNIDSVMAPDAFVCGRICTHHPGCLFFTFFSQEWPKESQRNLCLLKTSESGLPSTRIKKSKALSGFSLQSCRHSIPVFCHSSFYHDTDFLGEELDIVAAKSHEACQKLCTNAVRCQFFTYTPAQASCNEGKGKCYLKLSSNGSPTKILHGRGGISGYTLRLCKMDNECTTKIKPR
# Target sequence (P03951 388-625 limits assumed): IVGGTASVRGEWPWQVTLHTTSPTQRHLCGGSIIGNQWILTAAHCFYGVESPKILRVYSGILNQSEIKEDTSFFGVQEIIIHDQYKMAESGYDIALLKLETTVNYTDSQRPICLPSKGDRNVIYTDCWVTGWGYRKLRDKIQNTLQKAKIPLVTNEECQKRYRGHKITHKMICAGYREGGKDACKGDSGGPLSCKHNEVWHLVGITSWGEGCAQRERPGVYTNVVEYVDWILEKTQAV
# CatL inh: inhibitors of human cathepsin L; purified cathepsin L, fluorogenic substrate, fluorescence; P07711; inhibition, %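 (tested at 10 µM)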; actives 0.17% (n = 58,000); in the data active = inhibition above about 45%;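 also: 0% = enzyme with no compound and 100% = no enzyme blank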
# Ec RNAP inh: Escherichia coli RNA polymerase inhibition; P0A8V2; E. coli RNA polymerase, fluorescence transcription assay; inhibition, %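 (tested at 10 µM)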; actives 0.2% (n = 62,000); in the data active = inhibition above about 20%;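 also: 0% = enzyme without compound and 100% = no enzyme blank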
# C1s inh: human complement C1s inhibition. P09871. purified C1s, fluorogenic AMC substrate, pooled mixtures. mean inhibition % of two 10-compound mixtures (stronger effect = higher value), % at 5 µM (by protocol). actives 0.16% (n = 62,000). AID 538;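 active = inhibition above 20% in each of the two 10-compound mixture wells holding the compound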;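 also: 0% = enzyme wells lacking compound mixture and 100% = no-enzyme blank wells; some compounds called inactive have numbers as strong as hits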
# CatG inh: cathepsin G (human) inhibition. P08311. purified enzyme, AMC-tetrapeptide fluorescence, pooled mixtures. inhibition, % at 5 µM (by protocol). actives 0.2% (n = 62,000). AID 581;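 active = inhibition above 20% in each of the two mixture wells holding the compound; inactive = inhibition of 20% or less in either well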;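 also: 0% = enzyme control without mixture and 100% = blank lacking enzyme; strong numbers were not always called active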
# Target sequence (P08311 21-244 limits assumed): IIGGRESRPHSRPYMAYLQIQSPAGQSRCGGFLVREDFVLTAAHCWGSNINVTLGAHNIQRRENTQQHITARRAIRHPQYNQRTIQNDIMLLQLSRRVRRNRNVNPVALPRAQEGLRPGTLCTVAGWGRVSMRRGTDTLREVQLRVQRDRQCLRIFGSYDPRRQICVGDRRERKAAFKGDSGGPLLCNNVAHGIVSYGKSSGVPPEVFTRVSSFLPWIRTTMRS
# CatS block: inhibitors of human cathepsin S | P25774 | recombinant cathepsin S, AMC dipeptide fluorescence, pooled mixtures | inhibition, %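 (tested at 5 µM per compound within 10-compound mixtures)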 | actives 0.06% (n = 62,000) | AID 501; in the data active = inhibition above about 32%, passing the limit was not always enough;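 also: 0% = enzyme without compound and 100% = blank without enzyme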
# Target sequence (P25774 115-331 limits assumed): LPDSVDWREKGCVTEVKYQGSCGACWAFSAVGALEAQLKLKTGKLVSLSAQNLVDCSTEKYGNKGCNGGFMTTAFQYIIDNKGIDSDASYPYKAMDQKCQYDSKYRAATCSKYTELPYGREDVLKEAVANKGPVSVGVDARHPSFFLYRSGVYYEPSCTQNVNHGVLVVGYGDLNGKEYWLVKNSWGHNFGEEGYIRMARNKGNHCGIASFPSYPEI
# * = called active by the depositor; · = no result given.
# Every second line gives: CatB block	CatB mixtures	AP ELISA ortho	FXIa mix inh	CatL inh	Ec RNAP inh	C1s inh	CatG inh	CatS block
CC1(C)CC(=O)C2=C(C1)NCN(CCCN1CCOCC1)C2
  3	1	2	-1	11	9	1	10	17
CCn1c(=O)cc(N2CCC3(CC2)OCCO3)[nH]c1=O
  0	0	9	-18	·	2	-23	8	5
COC(=O)c1ccccc1NS(=O)(=O)c1ccc(O)c(C(=O)O)c1
  6	2	12	-1	·	-2	-9	8	-4
CCC(=O)Nc1cnc(NC(=O)c2cccc(F)c2)cc1C
  8	3	14	-1	·	1	-4	1	-4
CCOC(=O)C1CCN(C(=O)CCCN2C(=O)c3ccccc3C2=O)CC1
  2	6	20	8	-9	5	9	14	-2
O=C(OCCN1C(=O)c2ccccc2C1=O)c1cnccn1
  0	4	13	7	34	5	17	12	3
CCCN1Cc2cccc(C(=O)NC3CCCC3)c2C1=O
  1	10	0	8	0	11	0	2	16
O=C(NCCN1Cc2ccccc2C1=O)c1cccs1
  -1	1	9	7	-5	6	15	11	-4
O=C(CC1Sc2ccccc2NC1=O)Nc1cccc(-c2nnc3n2CCCCC3)c1 (centres undefined)
  6	3	-22	3	6	8	-20	-1	12
COc1cccc(C2=NOC(C(=O)Nc3ccc(C(C)=O)cc3)C2)c1 (centres undefined)
  3	3	-5	7	-3	-2	2	0	-1
COc1ccc(NC(=O)CN2CCC(NC(=O)C3CCCCC3)CC2)cc1
  4	4	4	5	7	11	16	15	0
O=C(Nc1ccc(O)cc1)C1CC=CCC1 (centres undefined)
  -6	-4	-12	1	·	6	2	2	0
CC1CCN(C(=O)Cn2cc(C(=O)c3ccco3)c3ccccc32)CC1
  2	-1	-5	2	0	6	-1	8	-4
Cc1ccccc1NC(=O)C1CCCN1S(=O)(=O)c1cccc2cccnc12 (centres undefined)
  0	-1	11	-1	·	6	-14	3	-5
COC(=O)n1c(=S)oc2cc(Cl)ccc21
  1	-1	-1	23	2	13	1	8	1
COc1cc(C(=O)NCc2nnc(SCC(=O)N3CCc4ccccc43)o2)cc(OC)c1OC
  1	2	8	2	1	3	-5	-2	-5
CCc1ccc(NC(=O)c2cc(-c3ccc(OC)cc3)on2)cc1
  5	6	0	2	12	7	-13	17	16
CCOC(=O)C(C)Sc1nnc(-c2ccccc2O)n1-c1ccc(C)cc1 (centres undefined)
  -1	3	13	12	-4	8	9	10	-3
COc1cccc2c(=O)cc(C)n(CC(=O)Nc3ccc(C)c(C)c3)c12
  -1	4	1	-8	-15	11	-20	4	9
COc1cc(NC(=O)CCN2CCN(Cc3ccccc3)CC2)cc(OC)c1
  -9	3	17	10	-5	0	3	-1	-2
COC(=O)C1=CN(CCCN2CCCC2=O)C=C(C(=O)OC)C1c1cccs1
  -4	-2	12	-5	-87	-17	-68	-1	5
Cc1cccc2cc(COC(=O)COc3ccccc3)c(=O)[nH]c12
  4	0	-9	0	13	9	-1	6	-6
CC(C)C1N(S(=O)(=O)c2ccccc2)CCN1S(=O)(=O)c1ccccc1
  3	0	0	4	8	1	-4	5	-2
c1ccc(-n2c(SCC3CCCCO3)nnc2-c2cccs2)cc1 (centres undefined)
  4	7	24	6	-2	3	-12	6	-5
Cc1cc(C(=O)CN2CC(C)OC(C)C2)c(C)n1-c1ccccc1 (centres undefined)
  0	2	4	0	9	12	-9	-1	-10
CCOC(=O)C1C(=O)NC(SCC(N)=O)=C(C#N)C1c1ccccc1OCC (centres undefined)
  0	-1	-6	5	·	0	17	-3	-7
N#Cc1c(NC(=O)Cn2cnc3ccccc3c2=O)oc(-c2ccccc2)c1-c1ccccc1
  -2	-8	-3	2	10	6	-85	-12	-6
Cc1ccc(N(C(=O)Cn2nnc(-c3ccc(C)o3)n2)C(C(=O)NC2CCCC2)c2ccco2)cc1 (centres undefined)
  0	-3	11	-3	-5	0	-17	4	-8
Cc1occc1C(=O)N1CCN(Cc2ccccc2)CC1
  3	-8	3	0	-3	4	-3	9	-7
Cc1ccc(S(=O)(=O)NCC(=O)N(CC(=O)NCC2CCCO2)Cc2ccccc2)cc1 (centres undefined)
  -6	0	10	5	0	1	-5	-3	-4
O=C(c1ccc(Cn2cc(Cl)cn2)o1)N1CCN(Cc2ccc3c(c2)OCO3)CC1
  -3	1	11	4	1	-1	-21	-3	-3
COc1ccc(C)cc1Nc1cc(C)nc2ncnn12
  2	-1	4	13	·	0	-45	2	-4
Cc1nc2nc(-c3ccco3)nn2c(C)c1Cl
  1	-7	-3	-8	·	3	-45	4	2
COc1ccc(CCNC(=O)C2CCN(S(=O)(=O)c3cccc4nsnc34)CC2)cc1OC
  -3	7	8	13	17	6	-29	2	11
CCOP(C)(=O)C1(C(=O)OCc2ccccc2)CC1 (centres undefined)
  ·	1	25	3	·	·	-27	-3	-4
CCOc1nc(SCCOc2ccccc2)nc(N(C)C)n1
  -1	3	13	10	5	6	-26	10	0
COC(=O)c1c(NC(=O)C2CC2)sc2c1CCCC2
  1	1	16	14	·	10	11	8	1
CCN1CCCC1CNC(=O)CSc1cc(=O)n(CC)c2ccccc12 (centres undefined)
  2	3	10	7	5	2	10	15	0
CC(=O)N1CCN(C(C)=O)C1c1ccccc1
  -1	3	-11	-4	3	-18	-8	-18	3
COCCOC(=O)C1=C(C)NC2=C(C(=O)CC(C)(C)C2)C1c1ccc2c(c1)OCO2 (centres undefined)
  4	0	20	12	13	-3	-4	-4	10
O=C(NC12CC3CC(CC(C3)C1)C2)c1ccc(S(=O)(=O)N2CCOCC2)cc1
  3	1	5	7	-1	-4	21	24	-7
O=C1c2ccccc2C(O)(Cc2ccccc2)N1c1ccc2c(c1)OCO2 (centres undefined)
  2	3	12	4	15	5	6	13	4
Oc1[nH]c2ccccc2c1C=Nc1ccc2c(c1)OCO2
  1	3	10	9	·	9	6	12	5
COc1ccccc1NC(=O)C1=C(C)NC(=O)NC1c1ccccc1F (centres undefined)
  2	2	4	3	·	2	-3	-1	-3
O=C(NC1CCCCC1)N(CCN1CCCC1)Cc1cc2cc3c(cc2[nH]c1=O)OCCO3
  0	-5	6	-4	·	1	-25	5	-3

# A few values from the list.
# Result of CC1CCN(C(=O)Cn2cc(C(=O)c3ccco3)c3ccccc32)CC1 under AP ELISA ortho: -5
# Result of O=C(CC1Sc2ccccc2NC1=O)Nc1cccc(-c2nnc3n2CCCCC3)c1 (centres undefined) under C1s inh: -20

# Next section:
# Every second line gives: CatB block	CatB mixtures	AP ELISA ortho	FXIa mix inh	CatL inh	Ec RNAP inh	C1s inh	CatG inh	CatS block
CCOc1ccc(S(=O)(=O)N2CCN(Cc3ccccc3)CC2)c2cccnc12
  0	0	4	0	6	6	-3	-2	-2
CCOCCCNC(=O)CCNS(=O)(=O)c1ccc(C)cc1
  3	3	-5	-1	8	5	-5	8	-5
COCCNC(=O)c1ccc2ccccc2n1
  -2	-3	19	3	0	-2	2	3	19
Nc1nc2ccc(C(=O)Nc3ccccc3)cc2s1
  0	-4	4	7	15	13	-41	-3	7
c1ccc(-c2cc(-c3nc(-c4cccnc4)no3)c3ccccc3n2)cc1
  ·	0	23	5	·	·	-2	2	15
Cc1cc(NC(=O)CSc2nnc(-c3ccco3)n2Cc2ccco2)no1
  -5	1	7	6	-26	4	2	1	0
O=C(CN(CC1CCCO1)C(=O)CCC(=O)Nc1nccs1)NCc1ccc2c(c1)OCO2 (centres undefined)
  -3	4	-2	8	2	6	-2	0	13
O=C(c1ccco1)N1CCN(S(=O)(=O)c2cccc(C(F)(F)F)c2)CC1
  -5	5	-2	3	-1	9	-9	-1	13
COc1cccc(CC(=O)Nc2nccs2)c1
  -6	7	27	8	-4	-4	6	-1	-5
CCOCCCNC(=O)c1[nH]c(C)c(C(C)=O)c1C
  3	4	13	5	-2	2	9	9	-4
CCc1nnc(NC(=O)NCN2C(=O)C3C4C=CC(C4)C3C2=O)s1 (centres undefined)
  3	0	-5	-4	12	11	-37	-1	6
O=C(NCc1ccncc1)/C(=N/O)c1ccccc1
  2	2	16	4	1	0	0	0	1
CCOC(=O)C1=C(O)C(=O)N(c2ccc(S(N)(=O)=O)cc2)C1c1ccccc1 (centres undefined)
  1	4	4	4	3	5	4	2	0
Cc1ccc(C)c(NC(=O)C2CC(O)CN2C(=O)OC(C)(C)C)c1 (centres undefined)
  6	6	21	12	-2	7	0	10	1
O=C(NCC(=O)N(c1cnc2ccccc2c1)C(C(=O)NC1CCCC1)c1ccncc1)c1ccco1 (centres undefined)
  0	-3	6	2	2	-1	-4	3	6
CCOc1cc(NC(=O)c2ccco2)c(OCC)cc1NC(=O)CCC(=O)NCc1cccnc1
  5	5	8	9	-3	8	17	13	4
CCOC(=O)NCc1ccc2c(c1)OCO2
  2	6	-4	5	2	13	6	2	12
CC(=O)Nc1ccccc1Sc1ccccc1
  -5	2	11	5	13	8	-5	-1	2
Cc1cc(C(=O)NC(C)c2ccc3c(c2)OCO3)cs1 (centres undefined)
  1	-3	9	-2	15	4	-4	9	0
COCCN1C(=O)C(=O)/C(=C(/O)c2ccc(OC(C)C)cc2)C1c1cccnc1 (centres undefined)
  4	6	-4	15	9	11	15	11	16
O=C(c1ccc2c(c1)OCCO2)C1CCN(S(=O)(=O)c2cccc(F)c2)CC1
  1	7	25	-6	-6	-5	-26	-1	-11
CCC(=O)N1CCc2cc(Br)cc(S(=O)(=O)NCCN3CCCCC3C)c21 (centres undefined)
  -8	35	16	3	-7	5	-29	19	-1
Cc1cccc(-c2nsc(SCC(=O)Nc3nccs3)n2)c1
  6	0	14	-8	6	8	-90	3	2
COc1ccc2c(c1)C(C)=CC(C)(C)N2C(=O)CSc1nnc(-c2ccc(C)cc2)o1
  -1	-4	-3	-6	3	-14	-31	-21	2
COC(=O)CNC(=O)CNC(=O)Nc1ccccc1
  4	4	11	9	-2	3	4	16	-10
O=C(CSc1ncnc2sc3c(c12)CCCC3)c1ccco1
  -2	1	16	5	8	9	11	9	6
CCSc1nnc(-c2ccc(S(=O)(=O)N3CCCC3)cc2)n1C
  2	1	4	3	-4	5	9	3	2
O=C(O)CCCCCNC(=O)CCn1cnc2ccccc2c1=O
  -2	-5	19	5	-2	·	-3	-1	-5
COC(=O)c1ccc(N/C(C)=C/C(=O)c2ccc(C)o2)cc1
  2	1	12	-17	0	10	-37	-4	9
CC(=O)N1CCN(c2ccc(NC(=O)c3ccccc3Br)cc2Cl)CC1
  -1	-6	-2	0	0	-1	-31	0	3
Cn1c2c(c(=O)n(C)c1=O)CN(CC1CCCO1)CN2 (centres undefined)
  -1	6	6	13	2	9	-1	1	17
c1ccc2nc(-c3nc4ccccc4[nH]3)ccc2c1
  0	5	-3	8	-3	2	7	9	-21
CC(=O)NC1C(=O)N=C(SCC(=O)NC2CCCCC2)NC1=O (centres undefined)
  -4	7	-4	6	-9	7	3	2	2
CC(C)(C)c1ccc(-c2nnc(SCC(=O)O)n2N)cc1
  1	1	-7	16	21	6	10	45	8
Cc1ccc2nc(NC(=O)CCNS(=O)(=O)c3cccs3)sc2c1
  -7	4	17	5	-10	6	-28	0	-5
CC1=CC(C)(C)Nc2ccc(OC(=O)c3ccco3)cc21
  2	7	-6	-6	13	-5	-17	-9	4
COC(=O)CSc1nnc(-c2ccoc2C)n1-c1ccc(OC)cc1
  1	5	26	6	-2	-4	-6	-4	1

# An excerpt, so the mix of outcomes need not match the whole.
